Screening data (PubChem BioAssay)
LANA DNA inh – blocks KSHV LANA C-terminal domain binding to DNA; actives 0.078% (n = 340,000); AID 504423; MBP-C-LANA/FAM-LBS DNA binding, fluorescence polarization; inhibition, % at 9 µM;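 active = highest replicate inhibition at or above 60% at 9 µM, even if other replicates fall short; inactive = all replicates below 60% inhibition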;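 also: 0% = neutral control wells and 100% = 4 µM acridine orange control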
V-ATPase pHluor – alters yeast V-ATPase proton transport. S. cerevisiae, pHLuorin cytosolic pH fluorescence. response, % at 10 µM. actives 0.37% (n = 350,000); in the data active = response mostly above about 7.3%, no sharp cut-off; inactive = mostly below about 5.4%; also: actives read high; inactives centre near 0; some compounds called inactive have numbers as strong as hits; reference of the scale not given here
Cardiac RTF inh – cardiac RTF calcium desensitization; actives 0.12% (n = 340,000); P19429+P45379; IANBD-labeled cardiac RTF, Ca2+ fluorescence; inhibition, % at 7.15 µM;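 active = inhibition above the mean inhibition of all tested compounds plus 3 SD, cut at about 17% in these data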;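 also: assay run at fixed EC70 calcium of 1.6 mM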
HTR5A inv ag – HTR5A inverse agonism, opioid heterodimer counter-screen; actives 0.083% (n = 340,000); inhibition, % at 9.3 µM; P47898; HTR5A cell line, luminescence; in the data active = inhibition mostly above about 23%, no sharp cut-off; inactive = mostly below about 18%;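 also: 0% = cells with DMSO and 100% = no-cell wells with DMSO; some compounds called inactive have numbers as strong as hits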
Target sequence (P47898 whole entry, looked up): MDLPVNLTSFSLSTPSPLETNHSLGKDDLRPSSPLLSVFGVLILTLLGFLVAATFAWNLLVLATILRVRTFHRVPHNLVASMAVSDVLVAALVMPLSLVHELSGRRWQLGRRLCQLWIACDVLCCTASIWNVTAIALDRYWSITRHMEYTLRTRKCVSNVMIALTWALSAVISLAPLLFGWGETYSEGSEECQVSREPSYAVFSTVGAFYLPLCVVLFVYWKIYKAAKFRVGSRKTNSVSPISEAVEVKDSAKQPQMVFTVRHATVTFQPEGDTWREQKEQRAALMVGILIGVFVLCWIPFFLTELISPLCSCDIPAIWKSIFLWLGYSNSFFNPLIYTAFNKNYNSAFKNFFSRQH
HTR5A ag – HTR5A agonism, opioid heterodimer counter-screen; P47898; HTR5A agonist assay, luminescence, cell-based; activation, % at 9.3 µM; actives 0.61% (n = 340,000); AID 504692; in the data active = activation mostly above about 9.5%, no sharp cut-off; inactive = mostly below about 7.6%;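 also: 0% = cells with vehicle only and 100% = reference agonist; strong numbers were not always called active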
cardiac RTF act – increases calcium sensitivity of human cardiac regulated thin filaments; P19429+P45379; IANBD-labeled TnC RTF fluorescence at EC20 calcium; 0% EC20 calcium, 100% full calcium; activation, % at 7.2 µM; actives 0.24% (n = 340,000); AID 493008;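 active = activation above the mean over all tested compounds plus 3 SD, cut at about 30% in these data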;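 also: rise in fluorescence read as greater calcium sensitivity of cardiac thin filaments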
CAL PDZ FP – inhibitors of human CAL PDZ peptide binding; Q9HD26; purified CAL PDZ, TMR-peptide fluorescence polarization, 1 h; inhibition, % at 24.9 µM; actives 0.92% (n = 300,000);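 active = mean inhibition of at least 30% with at least half of replicates also reaching 30%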;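 also: 0% = DMSO neutral control and 100% = excess unlabeled competitor peptide PRC23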
MOR-DOR inv ag – inverse agonists of human mu-delta opioid receptor heterodimerization; cell-based MOR-DOR heterodimer luminescence, inverse agonism; inhibition, % at 9.3 µM; actives 0.21% (n = 340,000); in the data active = inhibition above about 22%, passing the limit was not always enough;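 also: 0% = cells with DMSO and 100% = wells without cells with DMSO; values of inactives mirror those of a sister screen read the other way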
MOR-DOR ag – agonists of human mu-delta opioid receptor heterodimerization; P35372+P41143; actives 0.3% (n = 340,000); activation, % at 9.3 µM; cells, OPRM1-OPRD1 heterodimerization, luminescence; in the data active = activation above about 18%;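 also: 0% = vehicle-treated cells and 100% = reference agonist; values of inactives mirror those of a sister screen read the other way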
Keap1 Nrf2 FP – disrupts human Keap1 binding to Nrf2 peptide; actives 0.15% (n = 340,000); Keap1 Kelch-Nrf2 peptide fluorescence polarization, 1536-well; Q14145; inhibition, % at 9.4 µM; in the data active = inhibition above about 12%;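 also: human Keap1 Kelch domain with fluorescein labeled Nrf2 9mer peptide probe; 0% = neutral control wells and 100% = peptide positive control; higher means more block of Keap1 binding to Nrf2 peptide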
Target sequence (Q14145 whole entry, looked up, the tested form may be a part): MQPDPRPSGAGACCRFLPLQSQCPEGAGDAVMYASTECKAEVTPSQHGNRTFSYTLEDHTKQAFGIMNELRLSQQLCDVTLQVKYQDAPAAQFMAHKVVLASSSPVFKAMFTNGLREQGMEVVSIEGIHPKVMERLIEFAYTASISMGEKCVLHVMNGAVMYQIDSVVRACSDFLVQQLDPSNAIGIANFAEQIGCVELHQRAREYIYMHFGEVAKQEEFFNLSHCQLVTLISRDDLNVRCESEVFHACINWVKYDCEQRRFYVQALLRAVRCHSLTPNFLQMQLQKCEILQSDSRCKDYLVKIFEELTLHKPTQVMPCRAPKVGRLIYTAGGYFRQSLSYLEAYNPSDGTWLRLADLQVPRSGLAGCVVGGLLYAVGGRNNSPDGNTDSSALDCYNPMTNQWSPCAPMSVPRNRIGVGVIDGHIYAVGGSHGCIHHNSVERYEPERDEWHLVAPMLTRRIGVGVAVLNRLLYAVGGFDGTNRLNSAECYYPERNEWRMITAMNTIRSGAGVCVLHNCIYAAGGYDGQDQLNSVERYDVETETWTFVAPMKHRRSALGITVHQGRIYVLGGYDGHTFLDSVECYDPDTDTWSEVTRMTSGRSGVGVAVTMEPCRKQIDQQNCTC
* hit, by the source's call.

`O=C1/C(=C/c2ccncc2)SC(=S)N1C1CCS(=O)(=O)C1` (configuration not stated) gave LANA DNA inh -0.7, V-ATPase pHluor -1, Cardiac RTF inh -3, HTR5A inv ag -14, HTR5A ag 2, cardiac RTF act -4, CAL PDZ FP -2, MOR-DOR inv ag -17, MOR-DOR ag 2.8 and Keap1 Nrf2 FP -5.
For CN(Cc1ccccc1NS(=O)(=O)c1ccc(Cl)cc1)C1CCCCC1 the results were LANA DNA inh -1.9, V-ATPase pHluor -4, Cardiac RTF inh -10, HTR5A inv ag 1, HTR5A ag 0, cardiac RTF act 1, CAL PDZ FP -4, MOR-DOR inv ag -7, MOR-DOR ag 1.4 and Keap1 Nrf2 FP -7.
Screening CCOC(=O)C(C)NC(=O)Cn1ncc2c(=O)oc3ccc(C)cc3c21 (configuration not stated) returned LANA DNA inh -1.1, V-ATPase pHluor 1, Cardiac RTF inh -7, HTR5A inv ag -8, HTR5A ag 3, cardiac RTF act -1, CAL PDZ FP -5, MOR-DOR inv ag 14, MOR-DOR ag -2.7 and Keap1 Nrf2 FP 0.
Screening CCS(=O)(=O)N1CCN=C1SCc1cccc(F)c1 returned LANA DNA inh -1.6, V-ATPase pHluor -3, Cardiac RTF inh -7, HTR5A inv ag 2, HTR5A ag -1, cardiac RTF act -3, CAL PDZ FP -5, MOR-DOR inv ag 17, MOR-DOR ag -3.3 and Keap1 Nrf2 FP -3.
Screening CSc1ccccc1NC(=O)Cn1nnc(-c2ccc(S(C)(=O)=O)cc2)n1 returned LANA DNA inh 0.2, V-ATPase pHluor 1, Cardiac RTF inh -1, HTR5A inv ag 14, HTR5A ag 1, cardiac RTF act -7, CAL PDZ FP -3, MOR-DOR inv ag 6, MOR-DOR ag -0.8 and Keap1 Nrf2 FP -3.
COCCCn1c(SCC(=O)N2CCOCC2)nnc1-c1ccco1 was read as LANA DNA inh 0.2, V-ATPase pHluor 5, Cardiac RTF inh 0, HTR5A inv ag -12, HTR5A ag 1, cardiac RTF act -7, CAL PDZ FP -8, MOR-DOR inv ag 0, MOR-DOR ag 0.0 and Keap1 Nrf2 FP 0.
Screening CN1CCN(C(=O)CNC(=O)C23CC4CC(CC(C4)C2)C3)CC1 returned LANA DNA inh -1.4, V-ATPase pHluor -1, Cardiac RTF inh -11, HTR5A inv ag 5, HTR5A ag -1, cardiac RTF act -6, CAL PDZ FP 20, MOR-DOR inv ag 13, MOR-DOR ag -3.5 and Keap1 Nrf2 FP 2.
Screening COc1ccc(NC(=O)C2CCN(S(=O)(=O)c3cccc4cccnc34)CC2)cc1OC returned LANA DNA inh 0.1, V-ATPase pHluor 3, Cardiac RTF inh -5, HTR5A inv ag -8, HTR5A ag 3, cardiac RTF act 3, MOR-DOR inv ag 0, MOR-DOR ag -0.1 and Keap1 Nrf2 FP -2.
`CC1=CC(C/C(C)=C/COc2ccc3ccc(=O)oc3c2)OC1=O` (configuration not stated) gave LANA DNA inh 0.5, V-ATPase pHluor 3, Cardiac RTF inh -12, HTR5A inv ag -17, HTR5A ag 0, cardiac RTF act 7, CAL PDZ FP -3, MOR-DOR inv ag -1, MOR-DOR ag 0.2 and Keap1 Nrf2 FP -5.
Screening Cc1cc(C)c(OCC(=O)Nc2nnn(C)n2)c(Br)c1 returned LANA DNA inh -0.3, V-ATPase pHluor -6, Cardiac RTF inh 2, HTR5A inv ag 9, HTR5A ag 4, cardiac RTF act -2, CAL PDZ FP -2, MOR-DOR inv ag 10, MOR-DOR ag -1.7 and Keap1 Nrf2 FP 0.
Screening COC(=O)C1=C(C)OC(N)=C(C#N)C1c1ccc(OC)c(OC)c1OC (configuration not stated) returned LANA DNA inh 0.8, V-ATPase pHluor -1, Cardiac RTF inh 0, HTR5A inv ag -10, HTR5A ag 0, cardiac RTF act -1, MOR-DOR inv ag 18, MOR-DOR ag -3.9 and Keap1 Nrf2 FP -6.
Cc1cc(NC(=O)CSc2nnc(-c3ccoc3C)o2)no1 was read as LANA DNA inh -0.9, V-ATPase pHluor 1, Cardiac RTF inh -4, HTR5A inv ag 15, HTR5A ag 2, cardiac RTF act 0, CAL PDZ FP -1, MOR-DOR inv ag 7, MOR-DOR ag -1.4 and Keap1 Nrf2 FP -1.
Screening Nc1c(C(=O)c2cccs2)oc2ccccc12 returned LANA DNA inh -0.6, V-ATPase pHluor -1, Cardiac RTF inh -4, HTR5A inv ag 10, HTR5A ag -4, cardiac RTF act -2, CAL PDZ FP -2, MOR-DOR inv ag 4, MOR-DOR ag -1.0 and Keap1 Nrf2 FP -6.
For Cc1cc2c(Nc3ccc(C(=O)O)cc3)ncnc2s1 the results were LANA DNA inh -0.5, V-ATPase pHluor -2, Cardiac RTF inh 4, HTR5A inv ag 6, HTR5A ag -2, cardiac RTF act 1, CAL PDZ FP -1, MOR-DOR inv ag 12, MOR-DOR ag -2.5 and Keap1 Nrf2 FP -3.
`CC(=O)NC12CC3CC(C1)CC(C(=O)N1CCN(S(=O)(=O)c4cccc(F)c4)CC1)(C3)C2` gave LANA DNA inh 0.9, V-ATPase pHluor -1, Cardiac RTF inh -2, HTR5A inv ag 6, HTR5A ag -3, cardiac RTF act 0, CAL PDZ FP -2, MOR-DOR inv ag 15, MOR-DOR ag -2.7 and Keap1 Nrf2 FP -5.
CS(=O)(=O)c1ccc(NCCc2ccc(S(N)(=O)=O)cc2)c([N+](=O)[O-])c1 was read as LANA DNA inh -2.3, V-ATPase pHluor 0, Cardiac RTF inh -15, HTR5A inv ag 11, HTR5A ag 0, cardiac RTF act -3, MOR-DOR inv ag -23, MOR-DOR ag 3.6 and Keap1 Nrf2 FP -5.
Screening O=C(Nc1ccc2c(c1)OCO2)C1CCN(C(=O)c2ccc(Cl)cc2)CC1 returned LANA DNA inh 1.2, V-ATPase pHluor -1, Cardiac RTF inh -8, HTR5A inv ag 13, HTR5A ag -5, cardiac RTF act 4, CAL PDZ FP -1, MOR-DOR inv ag 6, MOR-DOR ag -1.1 and Keap1 Nrf2 FP -2.
Screening O=C(NC1CCN(C(=O)NCc2ccccc2)CC1)c1ccc(F)cc1 returned LANA DNA inh -0.6, V-ATPase pHluor -2, Cardiac RTF inh -5, HTR5A inv ag 10, HTR5A ag -4, cardiac RTF act 2, CAL PDZ FP -1, MOR-DOR inv ag 9, MOR-DOR ag -1.5 and Keap1 Nrf2 FP -8.
`N=C(N)SCc1ccccn1` gave LANA DNA inh 1.3, V-ATPase pHluor 1, Cardiac RTF inh -10, HTR5A inv ag -12, HTR5A ag 3, cardiac RTF act -4, CAL PDZ FP 2, MOR-DOR inv ag 11, MOR-DOR ag -1.8 and Keap1 Nrf2 FP -2.
Screening CCN(CC(=O)Nc1ccc(C)c(F)c1)CC(=O)NC(C)(C)C returned LANA DNA inh 0.7, V-ATPase pHluor 1, Cardiac RTF inh 1, HTR5A inv ag 3, HTR5A ag -1, cardiac RTF act 5, MOR-DOR inv ag 11, MOR-DOR ag -1.7 and Keap1 Nrf2 FP 0.

Brought forward from above: 3 entries, then new ones.
Screening O=C(NC1CCN(C(=O)NCc2ccccc2)CC1)c1ccc(F)cc1 returned LANA DNA inh -0.6, V-ATPase pHluor -2, Cardiac RTF inh -5, HTR5A inv ag 10, HTR5A ag -4, cardiac RTF act 2, CAL PDZ FP -1, MOR-DOR inv ag 9, MOR-DOR ag -1.5 and Keap1 Nrf2 FP -8.
`N=C(N)SCc1ccccn1` gave LANA DNA inh 1.3, V-ATPase pHluor 1, Cardiac RTF inh -10, HTR5A inv ag -12, HTR5A ag 3, cardiac RTF act -4, CAL PDZ FP 2, MOR-DOR inv ag 11, MOR-DOR ag -1.8 and Keap1 Nrf2 FP -2.
Screening CCN(CC(=O)Nc1ccc(C)c(F)c1)CC(=O)NC(C)(C)C returned LANA DNA inh 0.7, V-ATPase pHluor 1, Cardiac RTF inh 1, HTR5A inv ag 3, HTR5A ag -1, cardiac RTF act 5, MOR-DOR inv ag 11, MOR-DOR ag -1.7 and Keap1 Nrf2 FP 0.
CC(C)Oc1ccc(/C=N/NC(=O)c2nnn(-c3nonc3N)c2CN(C)C2CCCCC2)cc1 was read as LANA DNA inh -0.5, V-ATPase pHluor 2, Cardiac RTF inh -9, HTR5A inv ag -18, HTR5A ag 5, cardiac RTF act 1, MOR-DOR inv ag -3, MOR-DOR ag 0.5 and Keap1 Nrf2 FP -7.
O=C(O)CSCc1cn2cc(Cl)ccc2n1 was read as LANA DNA inh 0.8, V-ATPase pHluor 0, Cardiac RTF inh 8, HTR5A inv ag -24, HTR5A ag -1, cardiac RTF act 2, CAL PDZ FP 0, MOR-DOR inv ag 7, MOR-DOR ag -1.1 and Keap1 Nrf2 FP -4.
For Cn1c(=O)c(=O)n(C)c2cc(S(=O)(=O)NCCOc3ccccc3Cl)ccc21 the results were LANA DNA inh -1.5, V-ATPase pHluor -1, Cardiac RTF inh -11, HTR5A inv ag 1, HTR5A ag 5, cardiac RTF act -1, CAL PDZ FP 2, MOR-DOR inv ag 6, MOR-DOR ag -1.2 and Keap1 Nrf2 FP 2.
Screening Cc1c(C#N)c(N=CN(C)C)c(C(=O)c2ccc(Br)cc2)n1-c1ccccc1 returned LANA DNA inh 0.4, V-ATPase pHluor 0, Cardiac RTF inh -2, HTR5A inv ag 12, HTR5A ag 4, cardiac RTF act 1, CAL PDZ FP 2, MOR-DOR inv ag 12, MOR-DOR ag -2.2 and Keap1 Nrf2 FP -5.
CCN1CCN(C(=O)CCc2nnc(CCc3ccc(OC)cc3)o2)[C@@H](C)C1=O was read as LANA DNA inh -0.5, V-ATPase pHluor 4, Cardiac RTF inh -1, HTR5A inv ag -15, HTR5A ag 1, cardiac RTF act -1, CAL PDZ FP -3, MOR-DOR inv ag 8, MOR-DOR ag -1.4 and Keap1 Nrf2 FP 1.
`CCSC1=N/C(=C\C=C2/Oc3ccccc3N2CC)C(=O)S1` gave LANA DNA inh -3.0, V-ATPase pHluor -1, Cardiac RTF inh -46, HTR5A inv ag -2, HTR5A ag 1, cardiac RTF act 39*, CAL PDZ FP -5, MOR-DOR inv ag 6, MOR-DOR ag -1.1 and Keap1 Nrf2 FP -4.
Screening COC(=O)c1cc(C(=O)OC)[nH]n1 returned LANA DNA inh 0.3, V-ATPase pHluor 0, Cardiac RTF inh 0, HTR5A inv ag -12, HTR5A ag 0, cardiac RTF act 1, CAL PDZ FP -2, MOR-DOR inv ag 8, MOR-DOR ag -1.6 and Keap1 Nrf2 FP -1.
O=C(NCC(=O)N(c1cccnc1)C(C(=O)NC1CCCC1)c1cccs1)c1ccco1 (configuration not stated) was read as LANA DNA inh -1.1, V-ATPase pHluor 6, Cardiac RTF inh 2, HTR5A inv ag 6, HTR5A ag 5, cardiac RTF act -2, CAL PDZ FP -1, MOR-DOR inv ag 12, MOR-DOR ag -2.5 and Keap1 Nrf2 FP 1.
For Cc1ccc(N2CCN(S(=O)(=O)N3CCOCC3)CC2)cc1C the results were LANA DNA inh 1.6, V-ATPase pHluor -4, Cardiac RTF inh 1, HTR5A inv ag -2, HTR5A ag 1, cardiac RTF act 7, CAL PDZ FP 4, MOR-DOR inv ag 9, MOR-DOR ag -1.8 and Keap1 Nrf2 FP -5.
